From PubChem
human PMI inhibition: MPI enzyme activity inhibition – biochemical, fluorescence intensity, coupled assay, primary screen (AID 1209); purified PMI enzyme, coupled fluorescence intensity; higher % means a stronger effect; inhibition, % at 20 µM, or IC50 in µM where a hit was titrated; actives 0.42% (n = 190,000);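 further: plate controls were DMSO vehicle for no effect and wells lacking substrate for full effect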
KOR beta-arrestin-1: KOR antagonists, beta-arrestin recruitment, cell-based, luminescence, uHTS (AID 1778); KOR beta-arrestin recruitment, luminescence, antagonist mode; higher % means a stronger effect; inhibition, % at 10 µM; hits with a dose series show IC50 in µM; actives 0.091% (n = 290,000); further: strong numbers were not always called active
TNAP activation fold: human TNAP enzyme activators, primary screen, biochemical, luminescent, no phosphate acceptor, uHTS (AID 1001) | purified TNAP, luminescent activation assay, no phosphate acceptor; higher activation fold means a stronger effect | activation fold at 20 µM, or EC50 in µM where a hit was titrated | actives 0.03% (n = 200,000); in the data active means activation fold from about 3, or a potency from the dose series; inactive means the rest, 99 in 100 with activation fold below about 1.6; further: many of its hits are not listed in these tables
human PMI inhibitors: human PMI inhibitors, high substrate, primary screen, biochemical, fluorescence intensity, high mannose 6-phosphate (AID 1220). actives 0.66% (n = 190,000). inhibition, % at 20 µM; hits with a dose series show IC50 in µM. recombinant PMI enzyme, coupled fluorescence intensity; higher % means a stronger effect
NOD2 inhibition: NOD2 signaling inhibitors, cell-based, luminescence, uHTS, HEK293 (AID 1566); HEK293 NOD2/NF-kB luciferase reporter, luminescence; higher % means a stronger effect; inhibition, % at 4 µM, or EC50 in µM where a hit was titrated; actives 0.63% (n = 290,000); further: many of its hits are not listed in these tables
NOD1 NF-kB reporter: inhibition of NOD1-driven NF-kB reporter – cell-based, luminescence, uHTS, primary screen (AID 1578); NOD1-driven NF-kB luciferase reporter cells, luminescence; higher % means a stronger effect; inhibition, % at 4 µM, or EC50 in µM where a hit was titrated; actives 1% (n = 290,000); in the data active means inhibition mostly above about 36%, no sharp cut-off; inactive means mostly below about 34%;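 further: HEK-293T reporter cells stimulated with the NOD1 agonist gamma-tri-DAP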
KOR beta-arrestin-2: KOR agonists, beta-arrestin recruitment, primary screen, cell-based, luminescence, uHTS (AID 1777). KOR beta-arrestin recruitment, luminescence; higher % means a stronger effect. activation, % at 10 µM; hits with a dose series show EC50 in µM. actives 0.02% (n = 280,000); in the data active means activation above about 50%, passing the limit was not always enough; further: a part of the inactive calls stands beside numbers as strong as those of hits
LYP phosphatase: PTPN22 lymphoid phosphatase activity blockers – biochemical, fluorescence intensity, uHTS (AID 1779) | recombinant LYP phosphatase, fluorescence intensity; higher % means a stronger effect | one-dose inhibition, % at 11.5 µM; IC50 in µM for titrated hits | actives 0.054% (n = 290,000);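 further: plate controls were vehicle with enzyme for no effect and no enzyme for full effect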
XIAP displacement: XIAP antagonists, biochemical, IAP family, fluorescence polarization (AID 1018); XIAP BIR domain, fluorescence polarization peptide displacement; higher % means a stronger effect; displacement, % at 20 µM, or IC50 in µM where a hit was titrated; actives 0.007% (n = 200,000); in the data active means displacement above about 50%; further: a part of the inactive calls stands beside numbers as strong as those of hits
An asterisk follows results filed as active; nt = not tested or not shown; [ ] = remark or other dose. Unless noted, no stated cut-off is given here; in the data, active means inhibition above about 50%; inactive means the rest. This is a subset. The share of hits here may be higher or lower than overall.

SMILES	human PMI inhibition	KOR beta-arrestin-1	TNAP activation fold	human PMI inhibitors	NOD2 inhibition	NOD1 NF-kB reporter	KOR beta-arrestin-2	LYP phosphatase	XIAP displacement
OCCN1CCN(CC(O)C(F)(F)F)CC1 (configuration not stated)	-10.1%	3.2%	1.1	3.7%	14.9%	-22.4%	0.2%	3.8%	-6.8%
CCN(CC)Cc1c(C(=O)N/N=C/c2cccc(OCc3ccc(F)cc3)c2)nnn1-c1nonc1N	nt	-29.8%	nt	nt	-4.6%	-18.7%	8.6%	-1.7%	nt
COc1ccc(N(CC(=O)Nc2cc(OC)ccc2OC)S(C)(=O)=O)cc1	10.9%	10.2%	1.1	17.1%	21.8%	-16.9%	-4.0%	-2.1%	4.5%
Cc1ccc(-n2c(C3CC3c3ccc(Cl)cc3)n[nH]c2=S)cc1 (configuration not stated)	12.1%	-0.4%	0.9	6.4%	14.4%	5.8%	-2.4%	8.4%	-6.0%
COc1ccc(S(=O)(=O)Nc2cccc(N(C)S(C)(=O)=O)c2)cc1C	14.8%	6.9%	1.1	10.9%	7.4%	1.1%	0.9%	-2.1%	-10.7%
Oc1ccc(NC(=S)N=Nc2c(O)[nH]c3ccc(Br)cc23)cc1	-4.5%	-24.1%	1.3	-3.9%	19.8%	32.5%	-3.8%	1.2%	8.2%
Nc1nnc(SCC(=O)Nc2ccc(N3CCOCC3)c(Cl)c2)s1	nt	-7.2%	nt	nt	-6.0%	5.3%	2.8%	-4.8%	nt
COc1cccc(-n2nc(-c3ccnn3-c3ccccc3)c(=O)n(C)c2=O)c1	5.8%	0.9%	1.2	1.1%	10.6%	12.7%	-3.4%	-4.9%	-7.5%
Cc1ccc(CCN2C(=O)CCC2(C)C(=O)NCc2cccnc2)cc1 (configuration not stated)	-1.2%	17.6%	1.1	-1.3%	17.2%	-5.2%	1.3%	-4.2%	-7.9%
CC1CCc2c(sc(NC(=O)CCC(=O)O)c2C(=O)NC2CC2)C1 (configuration not stated)	nt	5.7%	nt	nt	1.0%	-31.1%	1.8%	-4.8%	nt
COc1ccc(C(CNC(=O)c2ccc3c(c2)C(=O)N(CCC(C)C)C3=O)N2CCOCC2)cc1 (configuration not stated)	-5.9%	6.1%	1	18.6%	8.0%	-2.3%	2.3%	-1.1%	-2.8%
Cc1cc(=O)c2c(O)c(O)ccc2o1	77.7%*	-17.0%	0.8	nt	7.3%	-7.2%	6.9%	3.4%	-3.4%

Of the compounds above, these have a halogen:
SMILES	human PMI inhibition	KOR beta-arrestin-1	TNAP activation fold	human PMI inhibitors	NOD2 inhibition	NOD1 NF-kB reporter	KOR beta-arrestin-2	LYP phosphatase	XIAP displacement
OCCN1CCN(CC(O)C(F)(F)F)CC1 (configuration not stated)	-10.1%	3.2%	1.1	3.7%	14.9%	-22.4%	0.2%	3.8%	-6.8%
CCN(CC)Cc1c(C(=O)N/N=C/c2cccc(OCc3ccc(F)cc3)c2)nnn1-c1nonc1N	nt	-29.8%	nt	nt	-4.6%	-18.7%	8.6%	-1.7%	nt
Cc1ccc(-n2c(C3CC3c3ccc(Cl)cc3)n[nH]c2=S)cc1 (configuration not stated)	12.1%	-0.4%	0.9	6.4%	14.4%	5.8%	-2.4%	8.4%	-6.0%
Oc1ccc(NC(=S)N=Nc2c(O)[nH]c3ccc(Br)cc23)cc1	-4.5%	-24.1%	1.3	-3.9%	19.8%	32.5%	-3.8%	1.2%	8.2%
Nc1nnc(SCC(=O)Nc2ccc(N3CCOCC3)c(Cl)c2)s1	nt	-7.2%	nt	nt	-6.0%	5.3%	2.8%	-4.8%	nt

Continued.
SMILES	human PMI inhibition	KOR beta-arrestin-1	TNAP activation fold	human PMI inhibitors	NOD2 inhibition	NOD1 NF-kB reporter	KOR beta-arrestin-2	LYP phosphatase	XIAP displacement
CCCn1c2ccccc2c2cnn(CC(=O)NCCN(C)C)c(=O)c21	nt	-19.0%	nt	nt	9.8%	-6.3%	-3.9%	-7.0%	nt
C=CCn1c(SCC)nc(O)cc1=O	5.9%	-27.4%	1.1	2.2%	8.9%	-6.3%	-5.9%	-4.8%	-9.2%
Cc1noc(NS(=O)(=O)c2ccc(N/C=C\C(=O)c3ccc(F)cc3)cc2)c1C	-7.1%	-14.6%[20 µM]	1	-0.8%	11.7%	18.3%	-3.3%	-6.6%	-7.6%
CCOC(=O)c1c(NC(=O)C(=O)N/N=C/c2ccccc2O)sc2c1CCCCC2	1.1%	-17.3%	2	-12.9%	39.0%	-28.7%	2.2%	-2.0%	-3.4%
CC1CCN(CC(O)COc2ccc(F)cc2)CC1 (configuration not stated)	-6.5%	3.5%	1.1	-5.5%	-20.1%	-24.6%	-3.5%	-1.8%	-3.0%
Cc1cc(C)nc(NS(=O)(=O)c2ccc(N3Cc4ccccc4C3=O)cc2)n1	-0.7%	-28.6%	1.1	0.5%	-0.6%	-31.3%	12.4%	-2.1%	-17.4%
Cc1ccc2cc(CN(CC3CCCO3)S(=O)(=O)c3ccccc3)c3nnnn3c2c1 (configuration not stated)	1.4%	9.4%	1	-3.7%	10.8%	-20.1%	-4.6%	-4.8%	-0.7%
CS(=O)(=O)N1CCC(C(=O)N2CCN(c3ccccc3)CC2)CC1	-7.7%	16.5%	1.1	-14.3%	4.7%	-12.8%	-2.1%	-4.5%	-4.5%
CCC1CCCCN1C(=O)CSc1nnc(-c2ccc(Cl)s2)o1 (configuration not stated)	-8.7%	-26.6%	1.1	-9.2%	-18.9%	5.5%	-3.8%	-10.6%	-2.0%
COc1ccc(CNC(=O)COC(=O)c2c[nH]c(=O)[nH]c2=O)cc1OC	14.0%	6.3%	1.1	26.8%	11.2%	2.0%	1.5%	-10.6%	-6.4%
CCn1cc(C(=O)NCc2ccco2)c(=O)c2cc(S(=O)(=O)N3CCC(C)CC3)ccc21	-1.6%	-25.3%	1	-4.7%	2.5%	25.6%	4.7%	3.8%	-2.0%
O=C(CC1SC(=Nc2ccc(OC(F)F)cc2)N(CCN2CCOCC2)C1=O)Nc1ccc(F)cc1F (configuration not stated)	9.7%	15.3%	1.1	2.6%	9.8%	-33.9%	0.4%	0.1%	-9.8%
Cc1ccc(-c2noc(CCC(=O)NCCN3CCN(Cc4ccccc4)CC3)n2)cc1	-7.4%	14.5%	1.1	6.7%	15.8%	-3.0%	1.5%	-6.8%	-3.0%
CCC(C)NC(=O)c1cc(OC)c(OC)c(OC)c1 (configuration not stated)	-4.9%	13.2%	0.9	7.5%	-1.1%	-11.2%	7.5%	-5.1%	-6.2%
O=C(O)Cn1c(=O)c2c(c3ccccc31)CCC2	nt	19.1%	nt	nt	13.0%	-8.0%	-4.2%	-7.1%	nt
Cc1nn(C)c(C)c1Nc1ccc(N2C(=O)C3CC=CCC3C2=O)cc1[N+](=O)[O-] (configuration not stated)	-8.5%	15.6%	0.8	-4.8%	20.5%	-1.8%	-5.1%	-6.7%	-7.3%
CCCNC(=O)N1CCC(Cc2ccccc2)CC1	nt	4.4%	nt	nt	8.1%	-17.7%	4.2%	-8.3%	nt
Cc1cc(N2CCN(C(=O)c3ccco3)CC2)n2nc(-c3cccc(F)c3)cc2n1	-35.9%	-52.9%	1	-58.8%	9.5%	-30.1%	0.5%	-7.1%	-2.5%
Cc1cc(C)c2c(N)c(C(=O)c3ccccc3Cl)sc2n1	nt	2.7%	nt	nt	22.1%	0.3%	-3.4%	-8.6%	nt
COC(=O)[C@@H]1C[C@H]2CC[C@H](O)C[C@H]2N1Cc1ccc(-c2ccccc2)cc1	nt	10.3%	nt	nt	11.7%	1.2%	2.1%	-3.7%	nt
CC(C)C(=O)NC(NC(=S)Nc1ccc(S(N)(=O)=O)cc1)C(Cl)(Cl)Cl (configuration not stated)	-1.8%	14.5%	0.6	0.3%	5.2%	-3.2%	3.4%	-7.6%	3.9%
O=C(CNS(=O)(=O)c1ccccc1)NCC(=O)OCc1ccc(Cl)cc1	nt	2.7%	nt	nt	10.4%	-12.2%	2.9%	0.6%	nt
O=C(O)[C@H]1CCCC[C@H]1C(=O)Nc1cc([N+](=O)[O-])ccc1F	-15.2%	8.9%	1	-7.1%	-2.6%	45.4%	2.0%	-2.4%	-7.5%
Cc1cc(Cl)c(S(=O)(=O)NCc2cccnc2)cc1OCC(N)=O	-1.2%	47.0%	1.1	1.0%	-14.6%	-19.2%	-2.0%	-5.3%	-15.0%

Complete entries as entered above. Order of screens: human PMI inhibition, KOR beta-arrestin-1, TNAP activation fold, human PMI inhibitors, NOD2 inhibition, NOD1 NF-kB reporter, KOR beta-arrestin-2, LYP phosphatase, XIAP displacement
O=C(O)[C@H]1CCCC[C@H]1C(=O)Nc1cc([N+](=O)[O-])ccc1F as listed: -15.2%, 8.9%, 1, -7.1%, -2.6%, 45.4%, 2.0%, -2.4%, -7.5%
O=C(O)Cn1c(=O)c2c(c3ccccc31)CCC2 as listed: nt, 19.1%, nt, nt, 13.0%, -8.0%, -4.2%, -7.1%, nt

Filtered by structure: the entries above containing a nitro group on carbon
SMILES	human PMI inhibition	KOR beta-arrestin-1	TNAP activation fold	human PMI inhibitors	NOD2 inhibition	NOD1 NF-kB reporter	KOR beta-arrestin-2	LYP phosphatase	XIAP displacement
Cc1nn(C)c(C)c1Nc1ccc(N2C(=O)C3CC=CCC3C2=O)cc1[N+](=O)[O-] (configuration not stated)	-8.5%	15.6%	0.8	-4.8%	20.5%	-1.8%	-5.1%	-6.7%	-7.3%
O=C(O)[C@H]1CCCC[C@H]1C(=O)Nc1cc([N+](=O)[O-])ccc1F	-15.2%	8.9%	1	-7.1%	-2.6%	45.4%	2.0%	-2.4%	-7.5%

Next entries follow.
SMILES	human PMI inhibition	KOR beta-arrestin-1	TNAP activation fold	human PMI inhibitors	NOD2 inhibition	NOD1 NF-kB reporter	KOR beta-arrestin-2	LYP phosphatase	XIAP displacement
CCCCN(C)CCCNC(=O)CC1Oc2ccccc2NC1=O (configuration not stated)	-2.8%	15.7%	1.1	-5.0%	7.8%	-17.5%	-1.8%	-4.7%	-6.2%
O=C(O)CCn1c(=O)[nH]c2ccccc2c1=O	11.6%	-63.9%	1.1	7.1%	-2.2%	7.3%	-2.2%	-5.6%	1.9%
Nc1nc(N2CCN(C(=O)c3ccco3)CC2)nc2ccccc12	-21.1%	29.5%	1.1	-17.1%	8.0%	-26.4%	1.9%	-3.1%	1.9%
O=C(COc1ccccc1)N1CCc2ccccc2C1	13.8%	18.2%	1.1	15.6%	-9.9%	-11.8%	-3.8%	-6.8%	-0.9%
COC(=O)Nc1nnc(/C=C/c2ccccc2)s1	-7.5%	-16.2%	1.1	5.7%	-100.4%	-36.0%	-0.4%	-5.6%	-3.3%
O=C(CSc1nc2cc(Cl)ccc2s1)NC1CCCc2ccccc21 (configuration not stated)	6.9%	20.0%	1.2	10.6%	-19.7%	-0.4%	-0.2%	4.0%	-6.4%
O=C(COC(=O)c1cc(S(=O)(=O)NCc2ccccc2)ccc1O)c1cc2ccccc2o1	nt	10.8%	nt	nt	1.6%	-2.8%	1.0%	-1.4%	nt
O=C1/C(=C\c2cc([N+](=O)[O-])ccc2O)SC(=S)N1Cc1ccc(Cl)cc1	nt	20.4%	nt	nt	-164.5%	28.7%	-3.6%	-1.3%	nt
CCCCn1ccnc1C(=O)c1ccc(S(=O)(=O)N2CCCC2)cc1	nt	6.6%	nt	nt	25.1%	-7.5%	2.1%	-3.3%	nt
C=CCNC(=O)Nc1ccc2nc(C)sc2c1	11.1%	-29.1%	1.1	8.3%	8.3%	-11.9%	-4.0%	-8.2%	-7.6%
